Screening results deposited in PubChem BioAssay by several laboratories.
Yeast lifespan up: yeast lifespan extension. S. cerevisiae growth with nicotinamide, OD615; deaD strain in restrictive glucose medium. inhibition of the nicotinamide effect, % at 10 µM. 130,000 compounds, 0.68% hits. AID 775;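 active = inhibition above a set limit, placed 3 SD over the median of all compounds, cut at about 26% in these data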;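 also: 0% = nicotinamide-treated wells and 100% = cells grown without nicotinamide; some compounds called inactive have numbers as strong as hits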
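System: DeaD-strain S. cerevisiae / Buffer or medium: CSMM-D, restrictive glucose (dextrose) synthetic minimal medium / Probe or stimulus: nicotinamide, 1.5 mM, co-present with compound / Compound: one concentration, 10 µM, DMSO 0.25% / Incubation: 48 h compound exposure at 30 °C, humidified / Technique: optical density (absorbance) at 615 nm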
bCat KO growth: beta-catenin-lacking colon tumor cell growth suppression; AID 818; viability, % at 10 µM; 140,000 compounds, 1.5% hits; HCT116 beta-catenin knockout viability, CellTiter-Glo, 60 h; hits give low values;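 active = viability at or under a set limit, the compound median less 4 SD, cut at about 6% in these data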;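 also: 0% = Hyamine 1622 control at 20 µM and 100% = untreated cell control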
GALR2 blocker: blocks the human galanin receptor 2 | AID 828 | 140,000 compounds, 0.39% hits | inhibition, % at 4 µM | GALR2-expressing cells, antagonist mode | O43603; in the data active = inhibition above about 27%;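 also: cells stimulated with galanin 1-16 at roughly its EC80; 0% = agonist challenge control and 100% = basal control without agonist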
Target sequence (O43603 whole entry, looked up): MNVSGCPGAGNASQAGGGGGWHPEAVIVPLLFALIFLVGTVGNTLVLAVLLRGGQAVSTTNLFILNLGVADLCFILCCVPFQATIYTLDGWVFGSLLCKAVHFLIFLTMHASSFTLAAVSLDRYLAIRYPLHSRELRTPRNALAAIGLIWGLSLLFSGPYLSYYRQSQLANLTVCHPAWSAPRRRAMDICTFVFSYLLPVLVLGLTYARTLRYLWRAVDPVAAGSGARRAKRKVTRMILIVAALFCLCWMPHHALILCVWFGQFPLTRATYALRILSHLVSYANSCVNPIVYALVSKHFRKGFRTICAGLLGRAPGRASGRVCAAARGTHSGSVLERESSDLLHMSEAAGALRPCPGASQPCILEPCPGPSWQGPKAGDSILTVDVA
PTEN del growth: PTEN-deleted cell growth suppression; HCT116 PTEN-null viability, CellTiter-Glo, 60 h; hits give low values; viability, % at 10 µM; 140,000 compounds, 1.2% hits; AID 827;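 active = viability at or below a set limit, 4 SD under the median of all tested compounds, cut at about 3.7% in these data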;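 also: PTEN knockout HCT116 line with beta catenin targeted HCT116 as companion control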
NPY-Y2 antag: NPY-Y2 (human) receptor antagonism. P49146. NPY-Y2 expressing cells, antagonist mode. inhibition, % at 2.7 µM. 140,000 compounds, 0.99% hits. AID 793; in the data active = inhibition above about 17%;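 also: 0% = vehicle with agonist challenge and 100% = reference antagonist with challenge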
Target sequence (P49146 whole entry, looked up): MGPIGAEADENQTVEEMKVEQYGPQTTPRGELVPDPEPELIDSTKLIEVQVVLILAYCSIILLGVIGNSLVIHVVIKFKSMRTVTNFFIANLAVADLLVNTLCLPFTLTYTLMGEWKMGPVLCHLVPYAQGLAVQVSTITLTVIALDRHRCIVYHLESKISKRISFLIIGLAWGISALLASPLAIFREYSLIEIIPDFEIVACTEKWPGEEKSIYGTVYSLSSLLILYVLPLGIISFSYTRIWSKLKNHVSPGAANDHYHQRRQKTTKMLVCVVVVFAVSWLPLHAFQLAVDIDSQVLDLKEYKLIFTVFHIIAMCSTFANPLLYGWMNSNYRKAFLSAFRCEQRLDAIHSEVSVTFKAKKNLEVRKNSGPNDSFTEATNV
Yeast growth inh: chemicals that inhibit yeast BB579 growth in restrictive medium (lifespan-shortening candidates); AID 804; inhibition, % at 10 µM; S. cerevisiae BB579 growth, OD615, 48 h; 140,000 compounds, 0.51% hits;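 active = inhibition above a set limit, 3 SD over the mean compound inhibition, cut at about 44% in these data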; also: inactives centre near -24
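Test system: DeaD yeast strain BB579 / Buffer or medium: restrictive glucose-based CSMM-D medium / Doses: single 10 µM dose / Schedule: 4 h cell preincubation, 48 h compound exposure, 30 °C humidified / Technique: culture absorbance at 615 nm / Controls: amphotericin B positive control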
MRP-1 activ: MRP-1 activation. H69AR cells + doxorubicin, viability rescue, CellTiter-Glo. viability increase, % at 10 µM. 140,000 compounds, 0.61% hits;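 active = viability gain under doxorubicin at or above a set limit, the compound median plus 3 SD, cut at about 4.7% in these data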;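 also: MRP-1 overexpressing cells given doxorubicin 25 µM after compound pretreatment; 18-22 h compound pretreatment then 72 h with doxorubicin before readout; 0% = doxorubicin-only wells and 100% = vehicle-treated cells without doxorubicin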
Phagocyt inh: macrophage phagocytosis inhibition; J774A.1 macrophage IgG-bead phagocytosis, imaging; inhibition, % at 5 µM; 110,000 compounds, 0.07% hits; AID 1029;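 active = inhibition above the mean of the plate negative controls plus 5 SD, cut at about 13% in these data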;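 also: phagocytic index as fraction of beads internalized from green versus red external bead signal; plate controls were DMSO negative control for no effect and cytochalasin-D positive control for full effect; some results beyond the cut were filed as inactive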
E-sel TNF inh: blocks E-selectin expression induced by TNF alpha | HUVEC TNFa-induced E-selectin immunofluorescence, high content | 120,000 compounds, 0.71% hits | inhibition, % at 2 µM;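 active = inhibition above the batch mean plus 3 SD, and confirmed as a hit on visual image review, cut at about 43% in these data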;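 also: 0% = TNF-stimulated DMSO wells and 100% = unstimulated control wells; not every result past the cut was called active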
Measles CPE: protection of cells from measles virus; Measles virus-infected cells, CPE protection, absorbance; protection (pct of control), % at 4 µM; 140,000 compounds, 1.5% hits; in the data active = protection mostly above about 24%, no sharp cut-off; inactive = mostly below about 26%; also: some compounds called inactive have numbers as strong as hits
Starred values were filed as active, the others as inactive; . = not tested or not shown.

SMILES	Yeast lifespan up	bCat KO growth	GALR2 blocker	PTEN del growth	NPY-Y2 antag	Yeast growth inh	MRP-1 activ	Phagocyt inh	E-sel TNF inh	Measles CPE
CN(C)CC(C)(C)CNS(=O)(=O)CC12CCC(CC1=O)C2(C)C (stereo not given)	-3	94	10	98	-1	-8	0.9	-1	-7	14
COc1cc(OC)c(NS(=O)(=O)c2coc(C(N)=O)c2)cc1Cl	-13	94	2	83	0	-17	-0.8	0	-12	11
Cc1ccc(S(=O)(=O)N2CCC(=O)N(C(COCc3cccc(C(F)(F)F)c3)Cc3ccccc3)CC2)cc1 (stereo not given)	20	78	0	75	4	-42	-2.2	.	51	4
CCCCOC(=O)n1c(=O)oc2cc(S(=O)(=O)N3CCCCC3)ccc21	68*	96	-9	88	1	-46	1.7	-1	-1	9
CCOc1ccc2c(c1)C(c1ccc(C)cc1)=NNC(c1ccc(C)cc1)=N2	.	38	2	46	2	-39	-2.7	.	-18	3
Cc1ccc(NC(=O)NC2C(NC(=O)Nc3ccc(C)cc3)N(C)C(=O)N2C)cc1 (stereo not given)	0	92	-5	92	5	-36	0.3	-2	2	17
CCN(C(=O)CSc1nnc2c3ccccc3n(CC)c2n1)C1CCS(=O)(=O)C1 (stereo not given)	-5	91	-3	96	2	-15	-2.1	-3	.	23
COc1ccc(S(=O)(=O)n2c(CCN3CCOCC3)nc3ccccc32)cc1	-20	89	12	84	0	-20	-3.7	0	-6	4
COc1cc2c(cc1OC)/C(=C/C(=O)N1CCOCC1)NC(C)(C)C2	-4	108	-11	106	-1	-32	-1.6	.	-16	14
COc1ccc(NC(=O)CN2CCN(c3nc(-c4cccc(OC)c4)cs3)CC2)cc1	.	78	9	73	0	-33	-0.2	.	-34	4
O=C(N/N=C\c1ccco1)c1cncc(Br)c1	1	80	-3	91	-1	-25	-1.2	-3	.	5
CCOc1cc(NC(=S)Nc2cccc(OC)c2)c(OCC)cc1NC(=O)C(C)C	-12	68	9	84	1	-38	-4.1	.	11	33
CN(C)S(=O)(=O)c1ccc(C(=O)NCc2cccs2)cc1	-2	91	1	105	2	-14	-1.0	.	-11	4
CCOC(=O)N1CCN(S(=O)(=O)c2ccc3c(c2)SC(C)C(=O)N3)CC1 (stereo not given)	-6	58	23	63	1	-28	-3.5	.	-28	3
COc1ccc(C2OCC3(CO2)SC(N)=NC3=O)cc1 (stereo not given)	-7	101	10	105	2	-12	-0.1	0	12	12
CCOC(=O)Cn1c(-c2ccc(Cl)nc2)nc2ccccc21	-5	90	6	97	5	-20	-2.5	-1	-14	24
O=C(Nc1ccccc1N(C(=O)c1ccco1)S(=O)(=O)c1cccs1)c1ccco1	4	88	9	77	3	-62	-1.0	-1	59	12
NC[C@H]1O[C@H](O[C@H]2[C@H](O)[C@@H](O[C@H]3O[C@H](CO)[C@@H](O)[C@H](N)[C@H]3O)[C@H](N)C[C@@H]2N)[C@H](N)C[C@@H]1O	4	91	4	99	-1	11	-2.0	.	.	15
COCCNC(=O)C(c1ccc(C)o1)N(CC1CCCO1)C(=O)Cn1nnc2ccccc21 (stereo not given)	-4	95	10	97	2	-12	-1.9	1	-4	6
CC(C)CC(NS(=O)(=O)c1ccccc1)C(=O)O (stereo not given)	-6	97	-5	104	1	-28	-1.5	-1	8	9
CCc1ccc(-c2cc(C(=O)Nc3ccc(S(=O)(=O)NC(C)=O)cc3)c3ccccc3n2)cc1	-9	82	-4	82	2	-51	-1.3	-1	-22	7
COC(=O)c1nc(NC(=O)c2ccc(Cl)cc2)n[nH]1	-2	93	2	104	3	-10	-2.4	-1	-21	2
CCCC1(C(=O)O)NC(c2ccc(OC)cc2O)C2C(=O)N(c3ccc(OC)cc3)C(=O)C21 (stereo not given)	-11	106	4	98	0	-44	-0.3	0	.	8
Cc1csc(SCC(=O)Nc2cccc3nsnc23)n1	-19	81	12	78	7	-52	-2.1	0	17	6
CCOc1cc(Cl)c(NC(C)=O)cc1OCC	-1	98	4	94	3	-10	-1.4	-2	.	12
CN(C(=O)c1c(Cl)nc2sccn12)C1CCCCC1	2	92	1	97	6	-62	-1.4	3	-1	23*
c1ccc2c(CNc3ccc(CNc4ncn[nH]4)cc3)cccc2c1	.	78	15	86	-2	-44	4.0	.	18	6
CCN(CC)CCCN1C(=O)C(O)=C(C(=O)c2cc3ccccc3o2)C1c1ccccn1 (stereo not given)	-17	101	8	100	2	3	-2.8	-1	-11	7
CC1CCC(NC(=O)c2ccc(NC(=O)c3ccc(=O)[nH]c3)cc2)CC1 (stereo not given)	5	70	1	84	2	-22	-3.0	.	-4	4
Cc1ccccc1-c1nc2cc(N)ccc2o1	-24	96	-3	100	4	-60	-1.8	-2	.	13
O=C(CSc1nnc2c(Cl)cc(Cl)cn12)NC1CCS(=O)(=O)C1 (stereo not given)	-21	82	-17	99	2	-5	-1.5	-1	7	2
CN1CCN(CCCCOc2ccc(F)cc2)CC1	-1	106	3	111	2	-19	-0.2	2	-54	12
COc1ccc(CCNC(=O)c2cc(-c3cccs3)on2)cc1OC	-15	75	4	71	4	-11	-5.1	.	28	0
O=C(NCSc1ccncn1)c1ccccc1	-5	92	-10	87	-2	11	0.3	.	.	14
Cc1cccc(NC(=O)NCCN2C(=O)C3C4C=CC(C4)C3C2=O)c1 (stereo not given)	-1	96	9	92	0	-28	-3.9	0	.	6
CC(NC(=O)Cn1cnnn1)C12CC3CC(CC(C3)C1)C2 (stereo not given)	-10	88	0	102	0	-58	0.5	0	.	15
O=C(c1ccco1)N1CCN(C(=O)C2Cc3ccccc3CN2S(=O)(=O)c2ccc(F)cc2)CC1 (stereo not given)	-5	99	11	107	0	-20	-1.5	0	-35	5
O=C(CN1C(=O)c2cccc3cccc1c23)N1CCc2ccccc2C1	-4	49	7	58	-1	26	-0.6	-1	-21	12
Cc1[nH]c2c(ccc3ccccc32)c1C1C(CCN)C1(C)C (stereo not given)	-13	1.9*	-2	1.8*	3	-41	-5.8	-2	13	7
O=C(Nc1ccccc1)c1c(F)cccc1F	-14	89	1	87	6	-29	-1.1	2	-15	8

10 successive entries out of the list so far:
SMILES	Yeast lifespan up	bCat KO growth	GALR2 blocker	PTEN del growth	NPY-Y2 antag	Yeast growth inh	MRP-1 activ	Phagocyt inh	E-sel TNF inh	Measles CPE
Cc1ccccc1-c1nc2cc(N)ccc2o1	-24	96	-3	100	4	-60	-1.8	-2	.	13
O=C(CSc1nnc2c(Cl)cc(Cl)cn12)NC1CCS(=O)(=O)C1 (stereo not given)	-21	82	-17	99	2	-5	-1.5	-1	7	2
CN1CCN(CCCCOc2ccc(F)cc2)CC1	-1	106	3	111	2	-19	-0.2	2	-54	12
COc1ccc(CCNC(=O)c2cc(-c3cccs3)on2)cc1OC	-15	75	4	71	4	-11	-5.1	.	28	0
O=C(NCSc1ccncn1)c1ccccc1	-5	92	-10	87	-2	11	0.3	.	.	14
Cc1cccc(NC(=O)NCCN2C(=O)C3C4C=CC(C4)C3C2=O)c1 (stereo not given)	-1	96	9	92	0	-28	-3.9	0	.	6
CC(NC(=O)Cn1cnnn1)C12CC3CC(CC(C3)C1)C2 (stereo not given)	-10	88	0	102	0	-58	0.5	0	.	15
O=C(c1ccco1)N1CCN(C(=O)C2Cc3ccccc3CN2S(=O)(=O)c2ccc(F)cc2)CC1 (stereo not given)	-5	99	11	107	0	-20	-1.5	0	-35	5
O=C(CN1C(=O)c2cccc3cccc1c23)N1CCc2ccccc2C1	-4	49	7	58	-1	26	-0.6	-1	-21	12
Cc1[nH]c2c(ccc3ccccc32)c1C1C(CCN)C1(C)C (stereo not given)	-13	1.9*	-2	1.8*	3	-41	-5.8	-2	13	7

The list continues.
SMILES	Yeast lifespan up	bCat KO growth	GALR2 blocker	PTEN del growth	NPY-Y2 antag	Yeast growth inh	MRP-1 activ	Phagocyt inh	E-sel TNF inh	Measles CPE
C1CCc2c(nc3nnnn3c2NC2CCCC2)C1	-15	104	-8	92	2	5	-2.2	.	0	2
CC(C)(C)NC(=O)c1cnn(-c2ccccc2)c1NC(=O)c1ccccc1	-11	92	-18	101	2	-71	-1.5	0	13	6
O=C(COC(=O)c1cccnc1Nc1ccccc1F)NCc1ccc2c(c1)OCO2	-4	94	-2	98	3	-69	-0.2	1	-34	15
COCCCN1C(=O)C(O)=C(C(=O)c2ccco2)C1c1ccc(Br)cc1 (stereo not given)	-24	78	-2	89	1	-39	-2.6	-1	10	4
Cc1cc(C)nc(-n2nc(C)cc2NC(=O)COC(=O)CCC(=O)c2cccs2)n1	-21	99	4	95	-1	-36	-4.0	0	-26	9
CCc1cccc(CC)c1NC(=O)c1ccccc1CCc1ccccc1	0	80	-3	80	19*	-18	1.5	0	.	13
COc1ccc(CCNc2cc(C)nc3c(-c4ccc(Cl)cc4)c(C)nn23)cc1OC	-5	75	-18	66	3	-26	-2.8	.	.	10
COc1cc(-c2nc3ccccc3c(=O)n2N)cc(OC)c1OC	4	97	10	96	0	-52	-0.9	-11	.	20
Cc1cccc(OCCOCCSc2ncccn2)c1	-16	104	0	93	2	-37	-0.8	-2	-5	11
N#CCCN1CCN(C(CNS(=O)(=O)c2ccc(Cl)cc2)c2ccccc2)CC1 (stereo not given)	-5	82	-3	103	-3	-25	-0.7	0	-12	21
Cc1ccc(N2CC3=C(C2=O)C(c2ccccc2)NC(=O)N3C)cc1 (stereo not given)	-17	83	-6	81	0	-9	-3.2	-1	1	38
CC(C)CCNc1nnnc2c1sc1nc(N3CCOCC3)c3c(c12)CC(C)(C)SC3	-24	87	-7	84	0	8	0.0	0	18	9
COc1cccc(C(=O)/C=C/Nc2ccc(NC(C)=O)cc2)c1	12	94	3	97	1	-58	-1.5	.	.	1
O=C(COc1ccc(F)cc1Br)NCc1ccccn1	-7	96	-19	105	1	-14	-1.2	-1	9	17
COc1ccccc1N1CCN(/N=C/c2cc(OC)c(OC)c(OC)c2)CC1	-4	93	2	95	0	-17	-0.1	-2	.	16
CC(C)=CC(=O)Nc1ccc2c(c1)OCO2	-22	84	5	85	-3	-2	-1.6	-1	-5	19
